# High-throughput results (PubChem BioAssay)
# PrPC TRFRET: inhibitors of human cell surface prion protein PrPC, primary screen, cell-based, TR-FRET; Major prion protein (Homo sapiens), P04156; TR-FRET read-out; inhibition, % at 13.8 µM; 0.43% of 370,000 active; AID 720596, 2013; in the data active = inhibition above about 24%; also: 0% = median of the test wells and 100% = reference compound wells
# DUSP3 inh: VHR1 phosphatase inhibitors, primary screen, biochemical, absorbance, uHTS | Dual specificity protein phosphatase 3 (Homo sapiens), P51452 | recombinant VHR phosphatase, pNPP absorbance | inhibition, % at 13.3 µM | 0.52% of 290,000 active | AID 1654, 2009; in the data active = inhibition above about 50%; also: some compounds called inactive have numbers as strong as hits
# Target sequence (P51452 whole entry, looked up): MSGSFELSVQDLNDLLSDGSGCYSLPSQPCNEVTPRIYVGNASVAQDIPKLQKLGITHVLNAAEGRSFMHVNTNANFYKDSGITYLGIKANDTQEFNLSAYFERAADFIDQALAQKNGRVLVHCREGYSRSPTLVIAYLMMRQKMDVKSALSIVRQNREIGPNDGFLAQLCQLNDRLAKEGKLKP
# CCHFV vOTU inh: CCHFV vOTU protease inhibitors, primary screen, biochemical, Pep-AMC substrate, fluorescence; inhibition, % at 11.5 µM; AID 651958, 2012; 0.55% of 370,000 active; in the data active = inhibition above about 30%; also: 0% = vehicle wells with enzyme and 100% = no enzyme wells
# MazEF act: activators of E. coli MazEF toxin-antitoxin RNase, primary screen, biochemical, fluorescence, uHTS. Endoribonuclease toxin MazF (Escherichia coli (strain K12)), P0AE70. 0.32% of 350,000 active. FAM/BHQ RNA-DNA oligo cleavage fluorescence, 5 h. activation, % at 20 µM. AID 504720, 2011; in the data active = activation above about 50%
# Target sequence (P0AE70 whole entry, looked up): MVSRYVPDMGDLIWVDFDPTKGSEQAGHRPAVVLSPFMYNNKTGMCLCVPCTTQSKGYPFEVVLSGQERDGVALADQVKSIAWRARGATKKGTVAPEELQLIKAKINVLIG
# PriA SSB inh: inhibitors of Klebsiella pneumoniae PriA binding to SSB C-terminal tail, primary screen, biochemical, AlphaScreen | 0.6% of 430,000 active | AlphaScreen SSBct-PriA binding, biotinylated peptide | inhibition, % at 33 µM; in the data active = inhibition mostly above about 37%, no sharp cut-off; inactive = mostly below about 20%;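 also: plate controls were negative control peptide for no effect and reference peptide for full effect; strong numbers were not always called active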
# BoNT-A LC inh2: BoNT/A light chain protease inhibitors, primary screen, biochemical, flow cytometry, MLPCN library. multiplex microsphere protease substrate cleavage. inhibition, % at 10 µM. 0.17% of 360,000 active; also: plate controls were buffer without enzyme for full effect and enzyme alone for no effect
# Rv3671c inh: Rv3671c serine protease inhibitors, primary screen, biochemical, fluorescence polarization, M. tuberculosis H37Rv; P9WHR9; inhibition, % at 5.96 µM; 0.048% of 320,000 active; AID 2606, 2010; in the data active = inhibition above about 38%;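 also: extracellular domain of Rv3671c used as enzyme; 0% = enzyme with DMSO and 100% = no enzyme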
# Target sequence (P9WHR9 whole entry, looked up, the tested form may be a part): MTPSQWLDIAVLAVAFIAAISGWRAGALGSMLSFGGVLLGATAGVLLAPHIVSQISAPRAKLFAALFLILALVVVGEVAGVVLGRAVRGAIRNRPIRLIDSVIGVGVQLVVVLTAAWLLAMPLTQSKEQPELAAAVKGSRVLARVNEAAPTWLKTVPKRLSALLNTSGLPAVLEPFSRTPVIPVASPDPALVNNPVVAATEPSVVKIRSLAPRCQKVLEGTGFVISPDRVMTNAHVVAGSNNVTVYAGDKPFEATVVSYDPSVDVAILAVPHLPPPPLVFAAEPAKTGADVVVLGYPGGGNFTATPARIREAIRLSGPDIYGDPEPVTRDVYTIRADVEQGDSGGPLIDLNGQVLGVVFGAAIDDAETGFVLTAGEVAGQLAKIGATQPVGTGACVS
# BoNT-F LC inh: BoNT/F light chain protease inhibitors, primary screen, biochemical, flow cytometry, MLPCN library. Botulinum neurotoxin type F light chain protease (Clostridium botulinum). Multiplex microsphere protease cleavage assay. inhibition, % at 10 µM. 0.22% of 360,000 active; in the data active = inhibition above about 35%, passing the limit was not always enough; inconclusive = no clear call, values can overlap the other calls; also: plate controls were buffer without enzyme for full effect and enzyme alone for no effect
# SARS 3CLpro inh: SARS-CoV 3CLpro protease inhibitors, primary screen, biochemical, quenched FRET; 0.14% of 290,000 active; recombinant SARS-CoV 3CLpro, quenched FRET peptide cleavage; inhibition, % at 6 µM; AID 1706, 2009; in the data active = inhibition above about 12%
# Anthrax LF prot: Bacillus anthracis LF protease inhibitors, primary screen, biochemical, multiplex microsphere, MLPCN library. Lethal factor (Bacillus anthracis), P15917. multiplex microsphere protease cleavage assay. inhibition, % at 10 µM. 0.12% of 360,000 active; also: plate controls were buffer without enzyme for full effect and enzyme alone for no effect
# An asterisk follows results filed as active; ? = inconclusive; / = not tested or not shown. Rule as the data show it, unless noted: active = inhibition above about 30%; inconclusive = no clear call, values can overlap the other calls; inactive = below that. A portion of the library, so the mix of outcomes need not match the whole.
SMILES,PrPC TRFRET,DUSP3 inh,CCHFV vOTU inh,MazEF act,PriA SSB inh,BoNT-A LC inh2,Rv3671c inh,BoNT-F LC inh,SARS 3CLpro inh,Anthrax LF prot
Cc1ccnc(SC2CC(=O)N(c3ccc(C(C)C)cc3)C2=O)n1 (centres undefined),-4,51*,7,7,-20,?,-1,?,-1,8
Cc1ccc(C(CC(=O)c2ccc(Cl)cc2)C(=O)O)cc1 (centres undefined),3,5,-6,1,-12,1.0,-9,-2,1,0
Cc1ccnc2c(N3C(=O)C4C5C=CC(C5)C4(C)C3=O)cccc12 (centres undefined),-2,-10,2,3,-11,0.4,4,-6,3,-3
Cc1cc(=O)n(-c2ccccc2Cl)[nH]1,-4,28,13,1,-12,-0.2,-159,1,-2,-6
O=C(NCc1ccco1)C(=O)c1cn(CC(=O)N2CCCC2)c2ccccc12,-2,-7,8,-4,-15,0.2,-2,5,2,1
Cc1cccc(NC(=O)c2nc[nH]c2C(=O)N[C@@H](C)C(=O)OC(C)(C)C)c1,2,19,7,5,8,-0.6,-11,-5,/,-6
O=c1cc(-c2ccccc2Cl)oc2c(NS(=O)(=O)c3cccc4nsnc34)ccc(O)c12,-2,30,4,-2,2,0.1,-6,-2,/,-6
O=C(NCCCN1CCOCC1)c1onc(CSc2ccncc2)c1C(=O)NCCCN1CCOCC1,-7,/,-1,3,7,-0.7,-7,-12,/,-4
C/C(=N/O)c1ccc(N2C(=O)C3C4C=CC(C3C2=O)C2C3C(=O)N(c5ccc(/C(C)=N/O)cc5)C(=O)C3C42)cc1 (centres undefined),-4,-7,-4,/,/,/,-3,/,5,/
CCOC(=O)c1nnn(-c2nonc2-n2cccc2)c1CCl,5,0,6,3,1,-0.2,3,-13,2,-7
COc1ccc(N(CC(=O)NCCSCc2ccc(Cl)cc2)S(C)(=O)=O)cc1Cl,11,18,-2,6,-3,1.3,-3,-17,5,-2
O=c1[nH][nH]c2c1C(c1ccc(Cl)c(Cl)c1)OC(CCc1ccccc1)C2 (centres undefined),-3,/,4,/,/,0.1,/,-5,/,-1
O=C(Cn1c(-c2ccccc2)noc1=O)N1CCC(Cc2ccccc2)CC1,-4,-6,20,7,-9,-0.2,3,-2,0,-6
CCOc1ccc(NC(=O)COc2ccc(C(=O)NCC3CCCO3)cc2OC)cc1 (centres undefined),-2,/,-9,2,-10,0.2,-4,-6,/,0
Cc1ccc2nc(-c3ccc(NS(=O)(=O)c4ccccc4)cc3)sc2c1,-4,10,-36,8,-11,0.1,-20,-5,4,-1
CCCCc1cc(=O)oc2cc(C)cc(OCC(=O)N3CCC(C(=O)O)(c4ccccc4)CC3)c12,-1,17,-8,9,0,-0.3,6,-6,7,-7
NC(CCc1ccccc1)c1csc(Nc2nccc(C(F)(F)F)n2)n1 (centres undefined),4,/,13,/,/,-0.2,/,-16,/,-1
CC(=O)OCCN1C(=O)c2ccc(-c3nc4ccccc4c(=O)o3)cc2C1=O,1,/,18,14,-3,-0.7,4,-1,/,-2
CCOC(=O)Nc1cc(=O)c2ccccc2o1,3,14,-3,5,-4,0.7,-3,4,-3,-3
O=Cc1cn(Cc2ccccc2)nc1-c1cccnc1,6,1,15,5,5,-0.6,-1,-1,39*,-8
CC1CC(C)CN(C(=O)C(Cc2ccccc2)n2cccc2)C1 (centres undefined),9,12,1,7,-2,-0.3,-10,-4,-3,1
O=S(=O)(c1cccs1)N1CCN(c2ccnc3cc(Cl)ccc23)CC1,15,4,-3,1,5,-0.5,-4,0,0,4
Cc1ccc(NC(=O)CCn2c(=O)[nH]c3ccsc3c2=O)cc1F,1,2,6,-15,-4,1.0,9,-10,2,10
N[C@@H](Cc1ccccc1)C(=O)N1CCC(C(=O)N[C@@H](CCC(=O)O)C(=O)O)CC1,0,2,0,-10,8,-2.1,3,-19,-1,5
Cc1ccc(/C=C2\C(=N)N3N=C(CC(=O)N4CCOCC4)SC3=NC2=O)o1,-6,15,27,-10,-7,0.0,-3,4,-2,0

# Remaining list, next part:
SMILES,PrPC TRFRET,DUSP3 inh,CCHFV vOTU inh,MazEF act,PriA SSB inh,BoNT-A LC inh2,Rv3671c inh,BoNT-F LC inh,SARS 3CLpro inh,Anthrax LF prot
O=C(CSc1nnc(Nc2ccccc2)s1)NCc1cccs1,3,9,11,7,-11,-1.5,0,-10,1,0
CN1CCN(C(=O)COc2ccc(N(C)S(=O)(=O)c3ccc(F)cc3)cc2)CC1,-7,0,-9,10,4,-0.8,11,-5,-1,-7
COC(=O)COc1ccc(S(=O)(=O)Nc2ccccc2SC)cc1,4,0,2,9,-2,?,-13,-6,3,-2
O=C(CN1CCCCC1CO)c1ccc(OC(F)F)cc1 (centres undefined),-17,8,-18,0,-3,0.0,6,-7,-1,-8
COc1cccc(-c2nnc(SCC(=O)NC3CCS(=O)(=O)C3)n2C)c1 (centres undefined),-7,/,9,2,-4,0.1,-2,-4,/,2
CCCCN(C(=S)Nc1ccccc1)C1CCS(=O)(=O)C1 (centres undefined),2,24,-8,-6,-7,-0.4,-4,-1,-1,-4
CCc1ccc(CNC(=O)CCc2nnc(CCc3ccc(OC)cc3)o2)nc1,3,-6,0,-1,3,-0.1,5,-4,-4,0
COc1ccccc1/C=C/c1nc(S(=O)(=O)c2ccccc2)c(NCCN(C)C)o1,-13,11,11,-23,-5,2.1,-19,5,4,0
CCOc1ccc2nc(NS(C)(=O)=O)sc2c1,6,14,-1,5,-10,2.5,3,10,0,-2
COn1c(=O)c(=O)n(OC)c2ccccc21,-6,12,0,5,-16,-0.4,8,0,3,-1
Cc1ccc2nsnc2c1S(=O)(=O)NCc1ccncc1,-27,-18,9,-1,-20,0.5,0,-2,-3,-4
O=c1c2ccccc2n(Cc2cccc(F)c2)c(=O)n1C1CCCC1,8,-8,14,-2,-21,-1.1,-3,?,1,-11
CCN(c1ccccc1)S(=O)(=O)c1ccc(Cl)c(NC(=O)COC(=O)C2CC2C)c1 (centres undefined),8,15,3,-10,-2,-1.2,0,-3,7,1
COC(=O)CCC/C=C1/SCC(NC(=O)c2ccccc2)C1O (centres undefined),-3,-3,-3,2,-3,0.4,-1,-9,1,-3
CC(C)C1CCN(C(=O)C2CCC(=O)N(C3CCCCCC3)C2)CC1 (centres undefined),4,/,8,11,/,0.4,/,0,/,-3
O=C(CCc1ccc(S(=O)(=O)N2CCOCC2)cc1)Nc1ccc(N2CCOCC2)cc1,3,7,9,-11,-16,0.8,0,?,1,3
COCCN(C(=O)CCC(=O)Nc1ccccn1)C(C(=O)NC(C)C)c1ccc(C)cc1 (centres undefined),3,11,17,7,-8,6.4,-4,6,1,2
O=C(CSc1ncnc2scc(-c3ccccc3)c12)N1CCN(Cc2ccc3c(c2)OCO3)CC1,0,5,13,-1,9,5.8,-6,-2,-1,0
COc1cccc(C(=O)COC(=O)C2CC3CCCC(C2)C3=O)c1 (centres undefined),-1,/,3,4,0,-0.8,-1,1,/,1
Cc1ccc(NS(=O)(=O)c2c(C(=O)N3CCCCCC3)c(C)n(C)c2C)c(Cl)c1,2,-2,17,5,-3,0.1,-6,-3,2,-4
Cn1c(CN2CCOCC2)nnc1SCC(N)=O,-6,-7,10,-6,-7,0.0,1,8,8,-2
COc1cc(C=O)ccc1OC(=O)Nc1ccccc1,4,/,3,4,-7,/,-7,/,/,/
CC1CCN(c2c(NCc3ccc(C(=O)N4CCc5ccccc54)cc3)c(=O)c2=O)CC1,-10,-2,10,3,-5,0.2,12,1,-3,6
CCOC(=O)c1cc2c(=O)n3ccccc3nc2n(C)c1=NC(=O)c1c(-c2c(F)cccc2Cl)noc1C,1,/,-16,9,-9,17,4,-2,/,15
COc1cc(OC)c(-c2nnc3n(CCc4ccccc4)c(=O)c4ccccc4n23)cc1OC,1,12,-8,/,/,/,-6,/,-1,/

# Additional structures
SMILES,PrPC TRFRET,DUSP3 inh,CCHFV vOTU inh,MazEF act,PriA SSB inh,BoNT-A LC inh2,Rv3671c inh,BoNT-F LC inh,SARS 3CLpro inh,Anthrax LF prot
O=C(Nc1ccccc1C(=O)N/N=C/c1ccncc1)c1ccccc1,-3,10,-7,-3,/,-0.7,-11,-1,-1,0
COC(=O)c1ccc(N(CC(=O)NC2CCCC2)C(=O)CNC(=O)c2cccs2)cc1,-3,17,3,4,0,-2.7,-12,-9,-1,11
CCC(C(=O)N1CCc2cc(OC)c(OC)cc2C1)c1ccccc1 (centres undefined),1,-13,15,-3,-13,-1.5,1,-6,-2,12
O=C(CCCN1C(=O)/C(=C/c2ccccc2Cl)SC1=S)NNC(=O)c1ccccc1Cl,-3,13,4,-8,-5,-0.8,-23,2,7,0
S=C(c1ccc2c(c1)OCO2)N1CCOCC1,11,24,-5,5,-6,-2.3,7,?,-4,-10
C[C@@H](C(=O)NCC1CCCO1)N1C(=O)N2CCc3c([nH]c4ccccc34)[C@@]2(C)C1=O (some centres undefined),6,12,7,-78,-12,-0.7,-4,-4,-3,1
O=C(Nc1ccc2cn[nH]c2c1)c1ccc(S(=O)(=O)N2CCOCC2)cc1,8,30,6,-6,0,-1.3,-6,-6,2,-5
Cc1ccc(-c2nn3c(C)nnc3s2)cc1NC(=O)c1ccc(-c2ccc(Cl)cc2Cl)o1,9,114,-15,-242,-4,?,-11,2,1,2
CCC(C)NC(=O)Cc1ccc(-c2ccccc2)cc1 (centres undefined),0,32,-11,3,1,0.2,-16,0,-2,-1
O=C(NCC1CCCO1)c1cc(-c2ccc(Cl)cc2Cl)on1 (centres undefined),1,11,12,-6,-27,0.9,-3,?,3,-2
CCOC(=O)C1=c2s/c(=C\c3ccncc3)c(=O)n2C(N)=C(C(=O)OC)C1c1ccncc1 (centres undefined),4,18,-13,8,/,-0.8,-7,-6,6,-5
O=C(COC(=O)CCc1c[nH]c2ccccc12)NC(c1ccccc1)c1ccccc1,6,18,11,-1,14,-0.5,5,-3,13*,0
CCOC(=O)C(=CNc1ccc(-c2ccco2)c(Cl)c1)C(=O)OCC,-1,-8,-12,1,-7,0.9,1,0,5,1
CCn1ccnc1CC1COc2ccccc2O1 (centres undefined),0,/,-9,12,-2,0.5,3,7,/,-4
CC(=O)OCCN(C)c1cc(SC(C)C)c2nonc2c1[N+](=O)[O-],-28,8,4,10,1,0.1,14,3,3,-3
